Screens as filed in PubChem.
ELG1 genotox: induces genotoxicity in HEK293T cells with luciferase-tagged ELG1. AID 504466. 330,000 compounds, 1.3% hits. HEK293T ELG1-luciferase reporter, luminescence, 16 h. Potency, µM (top dose mostly 46 µM), for the others: top-dose activity change, positive = activation, usual class: activators; also: potency is read from the fitted curve at half-maximal effect; % of control where 0% means no effect; nearly all actives have a fitted effect of over 60% in size
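Cells (2,000/well) expressing the ELG1-luciferase fusion are dosed by pin tool and kept 16 hr at 37 °C, 5% CO2. Signal comes from ONE-Glo luciferase reagent after 30 min at room temperature.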
TRPV1 agonist: agonists of human vanilloid receptor 1 (TRPV1) | TRPV1-expressing cells, Fluo-8 calcium influx, agonist mode | activation, % at 8.33 µM | 320,000 compounds, 0.19% hits | AID 540275; in the data active = activation above about 80%; inconclusive = between about 30% and that limit; also: 0% is about no effect
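Cells expressing TRPV1 were dye-loaded with Fluo-8 and read kinetically: 10 s baseline, 3 min after compound (agonist portion), then 2 min after EC20 capsaicin (allosteric enhancer portion). Calcium-bound dye fluorescence at 480/520 nm.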
Rab9 prom act: Rab9 promoter activation | Huh7 Rab9 promoter-luciferase reporter, luminescence, 24 h | Potency, µM (highest dose often 9.22 µM), without a hit: at the top dose activation, negative = inhibition, hits mostly activators | 320,000 compounds, 2.8% hits | AID 485297; also: potency is read from the fitted curve at half-maximal effect; % of control where 0% means no effect; nearly all actives have a fitted effect of over 60% in size
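Promoter activation is measured as luciferase luminescence in Huh7 cells stably transfected with a Rab9 promoter–luciferase construct, following 24 h compound exposure at 37 °C and 10 min reagent incubation at ambient temperature.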
FLuc modulator: inhibits or activates purified firefly luciferase, miR-21 counter-screen; purified FLuc, Km substrates, luminescence inhibition; 360,000 compounds, 6.9% hits; P08659; AID 588342; Potency, µM (titrated, usually from 57.5 µM), for inactives: at the highest dose activity change, negative = inhibition, usual class: inhibitors;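 also: potency is read from the fitted curve at half-maximal effect; plate controls were vehicle for no effect and reference inhibitor for full effect; nearly all actives have a fitted effect of over 55% in size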
Target sequence (P08659 whole entry, looked up): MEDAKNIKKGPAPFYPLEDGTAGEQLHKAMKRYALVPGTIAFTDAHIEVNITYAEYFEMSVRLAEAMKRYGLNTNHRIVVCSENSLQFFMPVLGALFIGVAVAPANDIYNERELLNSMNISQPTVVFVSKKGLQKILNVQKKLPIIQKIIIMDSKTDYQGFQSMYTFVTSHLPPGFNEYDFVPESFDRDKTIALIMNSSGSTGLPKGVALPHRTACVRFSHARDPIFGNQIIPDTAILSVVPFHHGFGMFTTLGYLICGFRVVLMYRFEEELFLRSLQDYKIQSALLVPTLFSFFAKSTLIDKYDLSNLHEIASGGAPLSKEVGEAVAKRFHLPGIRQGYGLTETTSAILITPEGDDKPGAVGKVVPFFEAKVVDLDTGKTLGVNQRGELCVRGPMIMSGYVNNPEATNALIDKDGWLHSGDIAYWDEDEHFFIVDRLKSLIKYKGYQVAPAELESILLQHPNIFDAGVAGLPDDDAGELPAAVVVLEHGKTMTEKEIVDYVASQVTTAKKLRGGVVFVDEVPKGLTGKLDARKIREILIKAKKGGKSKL
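Purified P. pyralis luciferase (10nM final) with 10uM D-luciferin and 10uM ATP (Km levels) in 50mM Tris acetate pH 7.5, 10mM Mg acetate, 0.01% Tween-20, 0.05% BSA; qHTS 6-point titration, ~60 µM downward; luminescence read.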
RORg inh: inhibitors of mouse ROR gamma transcriptional activity | Drosophila S2 Gal4-RORgamma UAS-luciferase reporter, 20 h | Potency, µM (highest dose often 53.6 µM), for the others: at the top dose activity change, negative = inhibition, most hits filed as inhibitors | 310,000 compounds, 5.4% hits | AID 2551 | P51450; also: potency is read from the fitted curve at half-maximal effect; % is scaled to controls: 0 for no effect and ±100 for the full control effect; nearly all actives have a fitted effect of over 60% in size
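Compounds are pin-transferred onto Drosophila Schneider cells expressing a copper-inducible Gal4–ROR gamma transactivation domain fusion. After 1 hr, copper sulfate is added to 700 uM final; luciferase is read 20 hr later.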
NPC1 prom act: activates the NPC1 promoter | Huh7 NPC1 promoter luciferase reporter, 24 h | AID 485313 | 320,000 compounds, 2.4% hits | Potency, µM (doses to about 9.22 µM), inactives show at the top dose activation, most hits filed as activators;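 also: potency is read from the fitted curve at half-maximal effect; % of control where 0% means no effect; nearly all actives have a fitted effect of over 60% in size; reporter is driven by a mutant NPC1 promoter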
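Readout is luciferase luminescence, reflecting NPC1 promoter activation in stably transfected Huh7 cells after 24 h compound exposure at 37 °C in reduced-serum medium with 10% FBS.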
p53 reactivation: mutant p53 re-activation in reporter cells. H1299 p53-A138V BP100-luciferase reporter, luminescence, 24 h. Potency, µM (doses to about 92.2 µM), inactives show at the highest dose activity change, positive = activation, actives largely listed as activators. 320,000 compounds, 0.063% hits. AID 504706; also: potency is read from the fitted curve at half-maximal effect; % of control where 0% means no effect; nearly all actives have a fitted effect of over 45% in size
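H1299 (p53-null), stable ts p53-A138V + BP100-Luc; 1000 cells/well, Opti-MEM/10% FBS; cpd 4 pt, 1:5; 24 h, 37 deg C, 5% CO2; detection reagent 10 min RT; luminescence.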
VP16 counter: counter-screen for ROR gamma inhibitors: Gal4-VP16 reporter; 310,000 compounds, 3.5% hits; Potency, µM (series often up to 53.6 µM), for inactives: top-dose activity, negative = inhibition, usual class: inhibitors; Drosophila S2 Gal4-VP16 UAS-luciferase, luminescence, 20 h;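 also: Gal4-VP16 expression switched on by copper sulfate through the metallothionein promoter; potency is read from the fitted curve at half-maximal effect; % is scaled to controls: 0 for no effect and ±100 for the full control effect; nearly all actives have a fitted effect of over 50% in size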
BRCA1 expr act: BRCA1 expression activation. Potency, µM (titrated, usually from 46.1 µM), for the others: top-dose activation, most hits filed as activators. MCF7-BRCA1-FFLuc reporter, luminescence, 48 h; response scale: scaled: vehicle 0%, 10 µM genistein 100%. 380,000 compounds, 1.1% hits. AID 624202; also: potency is read from the fitted curve at half-maximal effect; nearly all actives have a fitted effect of over 80% in size; some results filed as inactive show a strong effect at the top dose
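48 h compound treatment of MCF7-BRCA1-FFLuc cells (phenol-red free MEM, 37 °C), then 15 min with luciferase substrate and luminescence imaging.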
ELG1 repair inh: inhibitors of ELG1-dependent DNA repair in HEK293T cells; 330,000 compounds, 2.3% hits; Potency, µM (doses to about 46.1 µM), without a hit: at the top dose activity change, negative = inhibition, usual class: inhibitors; HEK293T ELG1-luciferase reporter, luminescence, 16 h; DNA damage induced by 5-fluorouridine; also: potency is read from the fitted curve at half-maximal effect; % is scaled to controls: 0 for no effect and ±100 for the full control effect; nearly all actives have a fitted effect of over 55% in size
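5-Fluorouridine DNA damage + compound/DMSO, 2,000 cells/well, 16 h, 37 °C/5% CO2. ONE-Glo, 30 min RT, luminescence. Readout = decrease in reporter signal.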
Tb PFK block: T. brucei PFK enzyme inhibition; T. brucei PFK, ADP-Glo luminescence; AID 485367; Potency, µM (series often up to 57.5 µM), without a hit: top-dose activity, negative = inhibition, usual class: inhibitors; 330,000 compounds, 0.17% hits; O15648;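 also: potency is read from the fitted curve at half-maximal effect; 0% = uninhibited 1x PFK enzyme wells and -100% = no-enzyme wells; nearly all actives have a fitted effect of over 60% in size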
Target sequence (O15648 whole entry, looked up): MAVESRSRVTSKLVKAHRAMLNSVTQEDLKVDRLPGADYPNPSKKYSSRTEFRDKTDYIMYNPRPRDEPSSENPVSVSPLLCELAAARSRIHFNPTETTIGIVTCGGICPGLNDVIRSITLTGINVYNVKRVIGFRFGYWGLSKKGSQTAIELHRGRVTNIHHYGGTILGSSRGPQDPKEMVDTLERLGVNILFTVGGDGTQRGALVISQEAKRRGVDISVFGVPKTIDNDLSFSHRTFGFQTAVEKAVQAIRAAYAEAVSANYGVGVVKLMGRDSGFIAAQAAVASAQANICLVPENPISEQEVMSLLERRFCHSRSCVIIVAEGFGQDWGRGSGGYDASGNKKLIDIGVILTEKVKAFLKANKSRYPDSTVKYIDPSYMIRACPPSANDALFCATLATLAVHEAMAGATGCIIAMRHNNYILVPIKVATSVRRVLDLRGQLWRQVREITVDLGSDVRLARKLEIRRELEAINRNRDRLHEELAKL
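In TEA buffer at pH 8.0 with 5 mM MgCl2, enzyme (1.25 nM) converted F6P (0.5 mM) and ATP (0.1 mM) for 45 min at room temperature. ADP product was read by luciferase luminescence.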
* marks the source's active call; other numbers are inactive results; ? = inconclusive; . = not tested or not shown; & = joins results of further samples; [ ] = remark or other dose. Unless noted, calls follow the shape of the dose curve; as a rule, active = well fitted curve in the direction sought with a large enough effect; inconclusive = small, poorly fitted or top-dose-only effect, or another doubt; inactive = no such curve, though single readings can be large; an effect the other way counts as inactive or inconclusive.

structure	ELG1 repair inh	Rab9 prom act	TRPV1 agonist	VP16 counter	RORg inh	p53 reactivation	BRCA1 expr act	FLuc modulator	ELG1 genotox	Tb PFK block	NPC1 prom act
Cc1c(NC(=O)C(C)OC(=O)CCOc2ccccc2)c(=O)n(-c2ccccc2)n1C (configuration not stated)	-4%	3%	0	.	.	2%	-7%	0%	-4%	-6%	-4%
COc1ccccc1CN1C[C@@H]2C[C@@H](c3[nH]c4ccc(C)cc4c3C)N3CCC[C@@]23C1=O	?	-2%	-2	-7%	1%	-1%	-40%	-1%	-15%	-2%	0%
Cc1c(C=N)c(O)n(C)c(=O)c1C#N	10%	1%	-1	-15%	1%	9%	-5%	-2%	-2%	0%	2%
COc1ccc(CNC(=O)c2nn(C)c3c2CS(=O)(=O)c2ccccc2-3)cc1	-4%	-5%	1	-1%	30%	-16%	-11%	4%	-2%	0%	0%
Cc1cccc(NC(=S)NNc2ncc(C(F)(F)F)cc2Cl)c1	?	-3%	5	13µM*	16µM*	-8%	-59%	0%	-2%	-1%	-5%
CCOC(=O)CC(=O)CSc1nc2c(c(-c3cccs3)c1C#N)CCC2	-6%	-1%	1	-20%	3%	-1%	-38%	-3%	0%	3%	-1%
O=C1/C(=C/c2cccnc2)SC(=S)N1CC1CCCO1 (configuration not stated)	11%	-5%	12	6%	10µM*	7%	-37%	?	-4%	-5%	-5%
CCN(C(=O)COC(=O)c1cccnc1Nc1ccccc1F)C1CCS(=O)(=O)C1 (configuration not stated)	?	?	5	24%	27%	?	?	?	9%	-3%	?
Cc1cccc(CN2CCN(CC(=O)NCc3cccs3)C2=O)c1	6%	-2%	3	15%	-1%	1%	-4%	5%	2%	1%	1%
COC(=O)c1c(-c2c(Cl)cccc2Cl)noc1NC(=O)NN1CCCCC1	?	-1%	4	2%	-2%	-4%	-34%	-3%	0%	0%	-1%
CCC(=O)c1cc(-c2nc3ccccc3n2C)n(C)c1	4%	-4%	-3	?	-29%	-1%	10%	-2%	5%	-9%	1%
Cc1cc(OCC(=O)Nc2cc(C(C)(C)C)on2)ccc1[N+](=O)[O-]	-1%	0%	?	-16%	?	27%	-14%	-22%	6%	3%	-3%
O=C(CN1CCN(c2ccccc2)CC1)NCc1ccc(F)cc1	-2%	3%	23	4%	?	-5%	5%	0%	-3%	-22%	-1%
O=C(CN1CCC(NC(=O)Nc2ccccc2)CC1)Nc1cccc([N+](=O)[O-])c1	-10%	-4%	0	0%	35%	-3%	-1%	0%	-14%	2%	1%
O=C(NCc1ccc2c(c1)OCO2)c1nc(S(=O)(=O)Cc2ccccc2)ncc1Cl	-12%	-3%	-3	?	?	-26%	-95%	5%	-11%	-4%	-19%
COc1ccc(NC(=O)C2CCCN(S(=O)(=O)c3ccccc3)C2)c(OC)c1 (configuration not stated)	-10%	0%	0	-1%	0%	-16%	6%	1%	-8%	-6%	1%
COc1ccc(NCc2ccc(OC)c(Cn3ccnc3)c2)c(OC)c1	-12%	-3%	2	-13%	-42%	-5%	-20%	4%	-3%	-26%	-1%
Cc1ccc(SCC(=O)OCc2csc(CC(=O)Nc3ccccc3C)n2)cc1C	17%	13%	-3	.	.	-2%	5%	-16%	-2%	-2%	-1%
CC(=O)Nc1ccccc1OCc1nnc(-c2ccccc2Cl)o1	9%	18%	0	0%	-8%	?	15%	?	0%	-7%	9%
COCCNC(=O)C1CCN(S(=O)(=O)c2c(C)noc2/C=C/c2cccs2)CC1	-3%	-4%	?	-3%	23%	-1%	0%	3%	-2%	1%	0%
COc1cc(/C=C/C(=O)O)ccc1OS(=O)(=O)c1cc(C)ccc1C	0%	-6%	13	-3%	19%	-5%	-10%	-20%	-3%	0%	1%
Cc1cc(NC2C3CC4CC(C3)CC2C4)n2ncnc2n1 (configuration not stated)	13%	4%	-2	3%	-15%	0%	-2%	1%	3%	-3%	0%
CS(=O)(=O)N(Cc1ccc(Cl)cc1)c1ccc(C(=O)N/N=C/c2cc3ccccc3nc2Cl)cc1	?	-11%	1	4%	-12%[10 µM]	1%	-17%	1%	-5%	3%	-3%
CC1CCN(C(=O)C(Cc2ccccc2)NS(=O)(=O)c2ccc3c(c2)oc(=O)n3C)CC1 (configuration not stated)	0%	4%	.	-1%	18%	4%	-23%	1%	0%	1%	-1%
Cc1cccc(NC(=O)COC(=O)c2ccc3c(=O)n4c(nc3c2)CCC4)c1	2%	0%	-1	-10%	2%	-1%	24%	-1%	0%	6%	-1%
CCOc1ccc(S(=O)(=O)c2c[nH]c3ccccc3c2=O)cc1	-14%	-8%	3	-9%	22%	-3%	-5%	-1%&-11%	1%	4%	-3%
O=C(Nc1ccc(F)cc1F)c1ccc(-n2cccn2)c([N+](=O)[O-])c1	-11%	1%	18	-14%	3%	?	-23%	0%	0%	2%	-1%
O=C(CNC(=O)N1CC(=O)Nc2ccccc21)Nc1cccc(F)c1	14%	6%	1	-4%	2%	1%	0%	0%	-1%	0%	-10%
CCOc1nnc(C)c2c(C)n(-c3cccc(Cl)c3)nc12	-20%	-1%	?	-12%	15%	-9%	11%	-8%	-1%	-7%	1%
CC(C)(C)c1cc(C(=O)O)n(Cc2ccc(Cl)cc2Cl)n1	-9%	-4%	1	-16%	16%	-5%	-17%	5%	-10%	1%	2%

Just NPC1 prom act (two entries from above):
| structure | NPC1 prom act |
| --- | --- |
| O=C(Nc1ccc(F)cc1F)c1ccc(-n2cccn2)c([N+](=O)[O-])c1 | -1% |
| O=C(CNC(=O)N1CC(=O)Nc2ccccc21)Nc1cccc(F)c1 | -10% |

New compounds follow.
structure	ELG1 repair inh	Rab9 prom act	TRPV1 agonist	VP16 counter	RORg inh	p53 reactivation	BRCA1 expr act	FLuc modulator	ELG1 genotox	Tb PFK block	NPC1 prom act
CCOC(=O)C1(CCc2ccccc2)CCN(C(=O)CCc2cnn(C)c2)CC1	-11%	1%	?	10%	-4%	0%	-15%	-4%	-3%	3%	-4%
COc1ccccc1CCNC(=O)c1cc(-c2ccccn2)nc2ccc(Br)cc12	24%	-2%	0	-5%	-1%	-5%	.	-1%	?	-20%	-2%
CCc1cc(=O)n2[nH]c(C)c(-c3ccc(OC)cc3)c2n1	1%	1%	0	-6%	9%	-29%	-3%	-19%	-1%	-3%	0%
CCOC(=O)C/C(C)=N/NC(=O)Nc1ccccc1	5%	-3%	0	-4%	2%	6%	43%	?	-1%	-1%	-1%
CC(C)(C)NC(=O)COC(=O)c1ccc(O)cc1	23%	12%	2	?	?	15%	31%	-19%	0%	1%	3%
O=C(c1ccccc1)c1c[nH]c2cc3c(cc2c1=O)OCO3	15%	1%	-2	0%	-20%	12%	.	0%	6%	-8%	-7%
CCN(CC)CCCNC(=S)N(Cc1cccnc1)Cc1cc2cc(C)cc(C)c2[nH]c1=O	?	1%	1	7%	30%	0%	-29%	0%	-4%	1%	-10%
Cc1ccc([N+](=O)[O-])cc1S(=O)(=O)NCC1COc2ccccc2O1 (configuration not stated)	-11%	-3%	1	-4%	27%	-13%	3%	2%	-8%	-9%	-2%
CCCC1=C(C(=O)OCC)C(c2cc(Cl)cc(OC)c2OCc2ccccc2)NC(=O)N1 (configuration not stated)	-10%	9%	17	2%	2%	6%	-26%	2%	-7%	0%	-4%
CN(C)CCNc1nc2c(c(=O)[nH]c(=O)n2C)n1CCOc1ccccc1	?	2%	-1	-4%	-8%	-4%	-21%	0%	-1%	-10%	-4%
COc1ccccc1CNC(=O)C(=O)NCC1OCCN1C(=O)c1ccc(Cl)cc1 (configuration not stated)	3%	-5%	15	-24%	?	-4%	-2%	-3%	-1%	2%	-5%
CCCCNS(=O)(=O)c1ccc(NC(=O)c2c(-c3ccccc3Cl)noc2C)cc1	-1%	-2%	-1	-3%	-28%	-4%	-47%	1%	4%	-4%	-3%
Cc1ccccc1NC(=O)c1ccc(C)c(S(=O)(=O)NCc2cccnc2)c1	1%	17%	4	0%	-4%	-21%	5%	4%	2%	0%	-5%
O=C(Cc1ccc(Nc2nc3ccc(Br)cc3[nH]2)cc1)NCCc1cccs1	?	-1%	27	?	?	-1%	-21%	?	-3%	0%	-3%
Cc1cc(=O)oc2cc(OC(=O)c3cncc(Br)c3)ccc12	8%	1%	0	-5%	20%	-2%	-14%	-11%	0%	-3%	0%
